TcdB GH inh: blocks C. difficile toxin B glycohydrolase activity. P18177. TcdB glycohydrolase enzymatic assay, plate reader. inhibition, % at 9.99 µM. 350,000 tested, 0.24% active. AID 652162; in the data active = inhibition above about 10%
An asterisk follows results filed as active.

C[C@@H]1CN([C@H](C)CO)C(=O)c2cc(C3=CCCC3)cnc2O[C@@H]1CN(C)Cc1cccc(F)c1 was read as TcdB GH inh -0.4.
O=C(c1ccccn1)N1CC(=O)N2[C@H](CO)[C@@H](c3ccc(C#CC4CCCC4)cc3)[C@@H]2C1 was read as TcdB GH inh 0.2.
CN1C(=O)c2cc(NC(=O)c3cccs3)ccc2OC[C@H]2O[C@@H](CC(=O)NCC(F)(F)F)CC[C@H]21 was read as TcdB GH inh 1.2.
Screening C[C@@H]1CN([C@H](C)CO)S(=O)(=O)c2ccc(/C=C/c3ccccc3)cc2O[C@H]1CN(C)C(=O)Nc1cccc(F)c1 returned TcdB GH inh -5.4.
For CC=Cc1ccc2n(c1=O)C[C@H]1[C@H](CO)[C@@H](C(=O)NCc3ccncn3)N(C(=O)C3CCCC3)[C@@H]21 (mixture of isomers) the results were TcdB GH inh 0.5.
`C[C@@H]1CN([C@H](C)CO)C(=O)c2cc(NS(=O)(=O)c3ccccc3)ccc2O[C@@H](C)CCCCO[C@H]1CN(C)S(=O)(=O)c1ccc(F)cc1` gave TcdB GH inh 0.4.
N#C[C@@H]1[C@H](c2ccccc2-c2ccccc2F)[C@@H](CO)N1C(=O)c1cccc(F)c1 was read as TcdB GH inh 0.9.
`C[C@@H]1CN([C@H](C)CO)S(=O)(=O)c2ccc(-c3ccncc3)cc2O[C@H]1CN(C)C(=O)CC1CC1` gave TcdB GH inh 1.1.
CC(C)NC(=O)N(C)C[C@H]1Oc2ncc(C#Cc3ccc(F)cc3)cc2C(=O)N([C@H](C)CO)C[C@@H]1C was read as TcdB GH inh 0.2.
Screening Cc1noc(C)c1NC(=O)Nc1ccc2c(c1)CC(=O)N([C@@H](C)CO)C[C@@H](C)[C@H](CN(C)Cc1ccncc1)O2 returned TcdB GH inh -0.8.
`CC(C)NC(=O)Nc1ccc2c(c1)C(=O)N([C@@H](C)CO)C[C@H](C)[C@@H](CN(C)C(=O)Nc1ccc3c(c1)OCO3)OCCCC[C@H](C)O2` gave TcdB GH inh 0.5.
O=C(C[C@H]1CC[C@@H]2[C@H](COC[C@H](O)CN2CC2CCOCC2)O1)NCc1ccc(Cl)cc1 was read as TcdB GH inh -2.4.
`CO[C@H]1CN(C)C(=O)c2cc(NC(=O)Nc3cccc(F)c3)ccc2OC[C@H](C)N(C(C)=O)C[C@@H]1C` gave TcdB GH inh -0.6.
C[C@@H]1CN([C@H](C)CO)C(=O)c2cc(C#C[C@@H](C)O)cnc2O[C@@H]1CN(C)CC1CCOCC1 was read as TcdB GH inh 0.9.
`Cc1noc(C)c1NC(=O)N(C)C[C@@H]1OCCCC[C@H](C)Oc2ccc(N(C)C)cc2C(=O)N([C@@H](C)CO)C[C@@H]1C` gave TcdB GH inh -31.
Cc1noc(C)c1NC(=O)Nc1ccc2c(c1)C(=O)N([C@H](C)CO)C[C@H](C)[C@@H](CN(C)C(=O)NC1CCCCC1)OCCCC[C@H](C)O2 was read as TcdB GH inh -0.1.
Screening CNC[C@H]1Oc2ccc(NS(=O)(=O)c3ccc(C)cc3)cc2C(=O)N([C@@H](C)CO)C[C@@H]1C returned TcdB GH inh -0.7.
For C[C@@H]1CN([C@@H](C)CO)S(=O)(=O)c2ccc(Br)cc2O[C@@H]1CN(C)Cc1ccncc1 the results were TcdB GH inh 0.5.
C[C@@H]1CN([C@H](C)CO)C(=O)c2cc(/C=C/c3ccccc3)cnc2O[C@H]1CN(C)C(=O)c1ccc(F)cc1 was read as TcdB GH inh 0.5.
Cc1noc(C)c1S(=O)(=O)Nc1ccc2c(c1)C(=O)N([C@H](C)CO)C[C@H](C)[C@@H](CN(C)S(=O)(=O)c1c(C)noc1C)OCCCC[C@@H](C)O2 was read as TcdB GH inh -2.8.
For COc1ccc(CN(C)C[C@@H]2Oc3ccc(NC(=O)C4CC4)cc3C(=O)N([C@@H](C)CO)C[C@@H]2C)cc1 the results were TcdB GH inh -1.1.
`CO[C@H]1CN(C)C(=O)c2cc(NC(=O)C3CCOCC3)ccc2OC[C@@H](C)N(C)C[C@H]1C` gave TcdB GH inh 1.7.
For Cc1ccc(S(=O)(=O)N[C@@H]2CC[C@H](CC(=O)NCc3ccccc3F)O[C@@H]2CO)cc1 the results were TcdB GH inh 0.1.
Screening COC(=O)c1cn(-c2cccc(N)c2)nn1 returned TcdB GH inh -0.5.
Screening Cn1cnc(S(=O)(=O)N[C@@H]2CC[C@@H](CC(=O)Nc3ccc(-c4ccccc4)cc3)O[C@H]2CO)c1 returned TcdB GH inh 0.9.
Screening COc1ccc(CNC(=O)C[C@H]2C[C@H]3c4cc(NC(=O)CN(C)C)ccc4O[C@H]3[C@@H](CO)O2)cc1 returned TcdB GH inh 1.1.
Screening Cc1noc(C)c1NC(=O)Nc1cccc2c1O[C@H](CN(C)Cc1ccccc1)[C@H](C)CN([C@H](C)CO)C2=O returned TcdB GH inh -0.3.
CCC(=O)N(C)C[C@H]1Oc2ncc(C#CCC3CCCC3)cc2C(=O)N([C@@H](C)CO)C[C@@H]1C was read as TcdB GH inh 0.9.
For C[C@H](CO)N1C[C@H](C)[C@H](CN(C)CC2CC2)Oc2ccc(NS(=O)(=O)c3ccc(Cl)cc3)cc2CC1=O the results were TcdB GH inh 0.0.
For O=C(C[C@@H]1C=C[C@H](NC(=O)C2CCC2)[C@@H](CO)O1)Nc1nccs1 the results were TcdB GH inh -1.1.
`Cc1noc(C)c1NC(=O)N(C)C[C@@H]1OCCCC[C@@H](C)Oc2ccc(NC(=O)NC3CCCCC3)cc2C(=O)N([C@H](C)CO)C[C@H]1C` gave TcdB GH inh -1.9.
For C[C@@H]1CN([C@H](C)CO)C(=O)c2cc(C#Cc3cccc(F)c3)cnc2O[C@H]1CN(C)C(=O)C1CCCCC1 the results were TcdB GH inh 1.0.
For C[C@@H]1CN([C@@H](C)CO)S(=O)(=O)c2ccc(-c3ccccc3)cc2O[C@H]1CN(C)C the results were TcdB GH inh 0.9.
`Cc1cc(C(=O)Nc2cccc3c2O[C@H](CN(C)S(=O)(=O)c2cccs2)[C@H](C)CN([C@H](C)CO)C3=O)n(C)n1` gave TcdB GH inh -6.5.
For CCC(=O)N(C)C[C@@H]1Oc2cc(C#CC(C)C)ccc2S(=O)(=O)N([C@@H](C)CO)C[C@H]1C the results were TcdB GH inh 0.6.
`Cc1noc(C)c1NC(=O)N(C)C[C@H]1Oc2cc(C#CCC(C)C)ccc2S(=O)(=O)N([C@H](C)CO)C[C@@H]1C` gave TcdB GH inh -0.7.
Screening CCCNC(=O)Nc1ccc2c(c1)C(=O)N(C)C[C@@H](OC)[C@H](C)CN(C(=O)C1CCC1)[C@@H](C)CO2 returned TcdB GH inh -0.7.
`COCCNC(=O)C[C@@H]1CC[C@H](NC(=O)NC2CCCCC2)[C@@H](CO)O1` gave TcdB GH inh 0.4.
`COc1ccc(NC(=O)Nc2cccc3c2O[C@H](CN(C)S(C)(=O)=O)[C@@H](C)CN([C@@H](C)CO)C3=O)cc1` gave TcdB GH inh -1.4.
`C[C@H](CO)N1C[C@H](C)[C@H](CN(C)C(=O)Nc2ccc(C(F)(F)F)cc2)OCCCC[C@H](C)Oc2ccc(NC(=O)CCC(F)(F)F)cc2C1=O` gave TcdB GH inh -1.4.
For CCC(=O)N(C)C[C@H]1Oc2cc(-c3ccc(F)cc3)ccc2S(=O)(=O)N([C@@H](C)CO)C[C@H]1C the results were TcdB GH inh -15.
For C[C@H]1CN([C@@H](C)CO)C(=O)c2cc(C#CCN(C)C)cnc2O[C@H]1CN(C)C(=O)CCN1CCCCC1 the results were TcdB GH inh 0.4.
For O=C(CCN1CCCCC1)NCC[C@H]1CC[C@@H](NC(=O)C2CCCC2)[C@@H](CO)O1 the results were TcdB GH inh 0.2.
C[C@H](CO)N1C[C@H](C)[C@@H](CN(C)S(=O)(=O)c2ccc(Cl)cc2)Oc2ccc(NS(=O)(=O)c3ccc(F)cc3)cc2C1=O was read as TcdB GH inh 3.5.
Screening O=C(C1CCCC1)N1[C@H](CO)[C@H]2c3ccccc3N(S(=O)(=O)c3ccc(F)cc3)C[C@H]21 returned TcdB GH inh -0.1.
`O=C(C[C@@H]1C[C@H]2c3cc(NC(=O)Nc4ccccc4)ccc3O[C@H]2[C@H](CO)O1)NCC(F)(F)F` gave TcdB GH inh 0.6.
`C[C@@H]1CN([C@@H](C)CO)C(=O)c2cc(NC(=O)CCC(F)(F)F)ccc2O[C@@H](C)CCCCO[C@H]1CN(C)C(=O)CCCN(C)C` gave TcdB GH inh -1.0.
COc1ccc(S(=O)(=O)Nc2ccc3c(c2)C(=O)N([C@H](C)CO)C[C@@H](C)[C@H](CN(C)S(=O)(=O)c2ccc(OC)cc2)O3)cc1 was read as TcdB GH inh -0.6.
`CS(=O)(=O)N1C[C@H](O)COC[C@H]2O[C@@H](CC(=O)NCc3ccccc3)CC[C@@H]21` gave TcdB GH inh -0.8.
`CN1C(=O)c2cc(NC(=O)C3CCCC3)ccc2OC[C@H]2O[C@H](CC(=O)NCC(F)(F)F)CC[C@@H]21` gave TcdB GH inh -0.1.
Screening C[C@@H]1CN([C@H](C)CO)C(=O)c2cc(C#CCN(C)C)cnc2O[C@H]1CN(C)Cc1ccccc1 returned TcdB GH inh 0.1.
Screening COc1ccc(-c2ccc([C@H]3[C@@H](CO)N(C(=O)C4CCC4)[C@H]3C#N)cc2)cc1 returned TcdB GH inh 0.6.
`C[C@@H]1CN([C@@H](C)CO)C(=O)Cc2cc(NC(=O)Nc3ccc(C(F)(F)F)cc3)ccc2O[C@@H]1CN(C)C(=O)Nc1cccc2ccccc12` gave TcdB GH inh 0.9.
For CN1C(=O)c2cc(NC(=O)c3ccccc3)ccc2OC[C@H]2O[C@H](CC(=O)O)CC[C@@H]21 the results were TcdB GH inh 2.1.
O=C(C1CCCC1)N1CC(=O)N2[C@H](CO)[C@@H](c3ccc(-c4ccccc4F)cc3)[C@H]2C1 was read as TcdB GH inh 0.5.
Screening CO[C@@H]1CN(C)C(=O)c2cc(NC(=O)c3ccc(F)cc3)ccc2OC[C@H](C)N(C(=O)CN(C)C)C[C@@H]1C returned TcdB GH inh 1.0.
For O=C(Nc1cccc(F)c1)N1CCCCN2[C@H](CO)[C@@H](c3ccc(C#Cc4cccnc4)cc3)[C@@H]2C1 the results were TcdB GH inh 0.1.
`CN1CCN(C(=O)C[C@H]2CC[C@H]3[C@H](COc4ccc(NC(=O)C5CC5)cc4C(=O)N3C)O2)CC1` gave TcdB GH inh 0.1.
COc1ccccc1NC(=O)N1C[C@@H]2[C@H](c3ccccc31)[C@@H](CO)N2C(=O)c1ccccc1 was read as TcdB GH inh 1.2.
For N#Cc1cccc(-c2ccc([C@@H]3[C@H](CO)N4CCCCN(C(=O)Cc5ccccc5)C[C@@H]34)cc2)c1 the results were TcdB GH inh 0.1.

In the list so far, 6 have an aryl methoxy group:
For COc1ccc(CN(C)C[C@@H]2Oc3ccc(NC(=O)C4CC4)cc3C(=O)N([C@@H](C)CO)C[C@@H]2C)cc1 the results were TcdB GH inh -1.1.
Screening COc1ccc(CNC(=O)C[C@H]2C[C@H]3c4cc(NC(=O)CN(C)C)ccc4O[C@H]3[C@@H](CO)O2)cc1 returned TcdB GH inh 1.1.
`COc1ccc(NC(=O)Nc2cccc3c2O[C@H](CN(C)S(C)(=O)=O)[C@@H](C)CN([C@@H](C)CO)C3=O)cc1` gave TcdB GH inh -1.4.
COc1ccc(S(=O)(=O)Nc2ccc3c(c2)C(=O)N([C@H](C)CO)C[C@@H](C)[C@H](CN(C)S(=O)(=O)c2ccc(OC)cc2)O3)cc1 was read as TcdB GH inh -0.6.
Screening COc1ccc(-c2ccc([C@H]3[C@@H](CO)N(C(=O)C4CCC4)[C@H]3C#N)cc2)cc1 returned TcdB GH inh 0.6.
COc1ccccc1NC(=O)N1C[C@@H]2[C@H](c3ccccc31)[C@@H](CO)N2C(=O)c1ccccc1 was read as TcdB GH inh 1.2.

Pulled by compound from the entries so far, 2 records:
For C[C@H]1CN([C@@H](C)CO)C(=O)c2cc(C#CCN(C)C)cnc2O[C@H]1CN(C)C(=O)CCN1CCCCC1 the results were TcdB GH inh 0.4.
For CCC(=O)N(C)C[C@H]1Oc2cc(-c3ccc(F)cc3)ccc2S(=O)(=O)N([C@@H](C)CO)C[C@H]1C the results were TcdB GH inh -15.

Continuation.
Screening O=C(N[C@@H]1CC[C@@H](CCNS(=O)(=O)c2ccc(F)cc2)O[C@@H]1CO)C1CCCC1 returned TcdB GH inh -0.4.
`CC(C)NC(=O)N(C)C[C@H]1Oc2ccc(NS(=O)(=O)c3ccc(F)cc3)cc2CC(=O)N([C@@H](C)CO)C[C@H]1C` gave TcdB GH inh -0.7.
`C[C@H](CO)N1C[C@H](C)[C@H](CN(C)Cc2ccc3c(c2)OCO3)Oc2c(NC(=O)c3ccc(-c4nccs4)cc3)cccc2C1=O` gave TcdB GH inh -2.2.
Screening CCCNC(=O)C[C@@H]1CC[C@H]2[C@@H](COC[C@H](O)CN2CC2CCCCC2)O1 returned TcdB GH inh 0.5.
For CCCN1[C@@H]2c3ccc(C4=CCCC4)c(=O)n3C[C@@H]2[C@@H](CO)[C@@H]1C(=O)OC the results were TcdB GH inh -2.2.
For C[C@@H]1CN([C@@H](C)CO)C(=O)c2cccc(NC(=O)C3CCOCC3)c2O[C@@H]1CN(C)C(=O)Nc1cccc2ccccc12 the results were TcdB GH inh -0.2.
C[C@H](NC(=O)C[C@H]1CC[C@@H]2[C@H](COC[C@H](O)CN2C)O1)c1ccccc1 was read as TcdB GH inh -1.1.
C[C@@H](O)C#Cc1cnc2c(c1)C(=O)N([C@@H](C)CO)C[C@H](C)[C@@H](CN(C)C(=O)c1ccc(F)cc1)O2 was read as TcdB GH inh -2.2.
`COc1ccc(S(=O)(=O)Nc2ccc3c(c2)CC(=O)N([C@@H](C)CO)C[C@H](C)[C@H](CN(C)C(=O)Nc2ccc4c(c2)OCO4)O3)cc1` gave TcdB GH inh 2.1.
For C[C@@H]1CN([C@H](C)CO)C(=O)CCCn2nncc2CO[C@@H]1CN(C)Cc1ccc(-c2ccccc2)cc1 the results were TcdB GH inh 0.0.
Screening C[C@@H]1CN([C@H](C)CO)C(=O)c2cccc(NS(=O)(=O)c3ccccc3)c2O[C@@H]1CN(C)C(=O)NC1CCCCC1 returned TcdB GH inh 0.0.
CCN(C[C@H]1[C@H](c2ccc(-c3cccnc3)cc2)[C@@H](CO)N1C(C)=O)C(C)=O was read as TcdB GH inh 2.0.
Screening C[C@H]1CN([C@@H](C)CO)C(=O)Cc2cc(NS(=O)(=O)c3cccs3)ccc2O[C@H]1CN(C)S(C)(=O)=O returned TcdB GH inh 1.0.

Screens (PubChem BioAssay)

Some of the compounds tested, so the mix of outcomes need not match the whole.
